Bioassay records as filed in PubChem BioAssay.
SENP7 inh = SENP7 protease inhibitors, primary screen, biochemical, luminescence, uHTS; 330,000 tested, 1.5% active; AID 434973, 2010; inhibition, % at 5 µM; Sentrin-specific protease 7 (Homo sapiens), Q9BQF6; recombinant SENP7, Z-RLRGG-aminoluciferin luminescence, 40 min;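 active = inhibition above about 50% at the single test dose, limit read from the data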;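 also: plate controls were DMSO with enzyme for no effect and no enzyme buffer wells for full effect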
Target sequence (Q9BQF6 706-1050 limits assumed): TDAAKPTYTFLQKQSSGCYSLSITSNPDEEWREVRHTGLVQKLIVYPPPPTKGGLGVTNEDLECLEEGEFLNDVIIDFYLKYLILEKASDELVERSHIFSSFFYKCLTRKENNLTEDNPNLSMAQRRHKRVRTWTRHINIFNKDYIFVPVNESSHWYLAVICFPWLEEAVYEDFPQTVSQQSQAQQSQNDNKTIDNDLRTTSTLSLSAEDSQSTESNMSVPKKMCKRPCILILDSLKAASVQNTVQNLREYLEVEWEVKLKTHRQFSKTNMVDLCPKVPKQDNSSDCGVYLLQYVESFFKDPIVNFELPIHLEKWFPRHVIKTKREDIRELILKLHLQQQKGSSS
Apaf-1 inh = inhibitors of human Apaf-1 apoptosome, primary screen, biochemical, DEVD-Rh110 fluorescence, uHTS | Apoptotic protease-activating factor 1 (Homo sapiens), O14727 | reconstituted apoptosome caspase-3 activity | inhibition, % at 20 µM | 330,000 tested, 0.71% active; active = inhibition of at least 40% at 20 µM;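 also: plate controls were DMSO wells for no effect and DEVD-CHO caspase inhibitor wells for full effect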
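detection = Rh110 fluorescence intensity | test system = biochemical Apaf-1 apoptosome reconstitution | also added = cytochrome c and DEVD-Rh110 substrate | schedule = 30 min plus 50 min, RT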
HKDC1 inhibitor = HKDC1 hexokinase inhibitors, primary screen, biochemical, fluorescence, uHTS; recombinant HKDC1, G6PDH/diaphorase resazurin coupled fluorescence; 340,000 tested, 0.16% active; Q2TB90; inhibition, % at 20 µM; AID 493160, 2011;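 active = inhibition above about 35% when tested at 20 µM, limit read from the data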;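 also: plate controls were DMSO wells with enzyme for no effect and DMSO wells lacking enzyme for full effect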
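Material: recombinant HKDC1 hexokinase; Amount: HKDC1 at 5 µg/mL; Medium: Tris pH 8.0 buffer with MgCl2, Tween-20, BSA, BME; Schedule: 90 min reaction incubation at room temperature, dark; Technique: coupled resazurin fluorescence, excitation 525 nm, emission 613 nm.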
SENP1 inh = human SENP1 catalytic domain inhibitors, primary screen, biochemical, FRET, uHTS; inhibition, % at 10 µM; Sentrin-specific protease 1 (Homo sapiens), Q9P0U3; 360,000 tested, 0.21% active; recombinant SENP1 catalytic domain, CyPet-SUMO1-YPet FRET cleavage; AID 624204, 2012;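 active = inhibition at least 30% at 10 µM, raw YFP signal under a set limit, fluorescence ratio 0.5 to 1.5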;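 also: 0% = enzyme with DMSO and 100% = no enzyme wells; some results filed as inactive read as strong as hits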
Target sequence (Q9P0U3 419-644 limits assumed): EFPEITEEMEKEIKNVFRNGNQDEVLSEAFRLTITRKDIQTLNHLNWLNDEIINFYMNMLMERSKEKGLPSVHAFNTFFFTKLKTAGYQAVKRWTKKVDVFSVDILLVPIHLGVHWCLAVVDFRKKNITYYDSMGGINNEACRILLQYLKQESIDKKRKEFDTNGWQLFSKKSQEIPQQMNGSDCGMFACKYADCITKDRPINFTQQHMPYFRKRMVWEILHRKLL
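Test system: hSENP1 catalytic domain, recombinant; Amount: 20 pM final SENP1 enzyme; Medium: Tris pH 8 buffer plus EDTA, NaCl, BME, BSA, NP40, catalase; Schedule: 50 min enzyme reaction, room temperature, light-protected; Technique: FRET fluorescence in CFP and YFP emission channels; Controls: no-enzyme wells low, DMSO-plus-enzyme wells high control.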
SENP8 block-1 = human SENP8 protease inhibitors, primary screen, biochemical, fluorescence, Nedd8 protein substrate, uHTS | recombinant SENP8 | AID 602440, 2012 | inhibition, % at 20 µM | 360,000 tested, 0.64% active | Sentrin-specific protease 8 (Homo sapiens), Q96LD8; in the data active = inhibition mostly above about 40%, no sharp cut-off; inactive = mostly below about 27%
Target sequence (Q96LD8 whole entry, looked up): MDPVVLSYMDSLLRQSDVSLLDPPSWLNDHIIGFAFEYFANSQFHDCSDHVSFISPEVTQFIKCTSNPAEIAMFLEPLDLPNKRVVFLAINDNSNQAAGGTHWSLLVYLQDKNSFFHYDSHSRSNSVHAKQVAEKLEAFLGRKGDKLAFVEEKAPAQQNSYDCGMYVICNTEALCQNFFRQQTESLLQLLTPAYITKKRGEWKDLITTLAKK
PfGluPho inh = PfG6PD enzyme inhibitors, primary screen, biochemical, fluorescence intensity, uHTS | 350,000 tested, 0.78% active | glucose-6-phosphate dehydrogenase-6-phosphogluconolactonase (Plasmodium falciparum 3D7) | inhibition, % at 20 µM | PfGluPho enzyme, NADPH resazurin-diaphorase fluorescence;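 active = inhibition reaching at least a set limit at 20 µM in the primary screen, cut at about 59% in these data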;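 also: 0% = DMSO wells with substrate and 100% = DMSO wells lacking glucose-6-phosphate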
SENP6 block = SENP6 protease inhibitors, primary screen, biochemical, luminescence, uHTS | Sentrin-specific protease 6 (Homo sapiens), Q9GZR1 | Recombinant SENP6 catalytic domain, aminoluciferin luminescence | inhibition, % at 10 µM | 330,000 tested, 1.8% active | AID 2599, 2010;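 active = inhibition above about 50% at the single tested dose, limit read from the data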;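 also: plate controls were DMSO wells with enzyme for no effect and DMSO wells lacking enzyme for full effect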
SENP8 block-2 = SENP8 protease inhibitors, primary screen, biochemical, luminescence; Sentrin-specific protease 8 (Homo sapiens), Q96LD8; purified SENP8, Z-RLRGG-aminoluciferin cleavage; inhibition, % at 10 µM; 330,000 tested, 1.2% active; AID 2540, 2010; in the data active = inhibition above about 50%
An asterisk follows results filed as active; nt = not tested or not shown. Hits appear at their usual frequency; overall some 3.6% were active at least once.

Preview, 11 compounds:
cpd	Structure	SENP8 block-1	SENP8 block-2	SENP7 inh	SENP1 inh	HKDC1 inhibitor	PfGluPho inh	Apaf-1 inh	SENP6 block
1	COc1cc(OC)c(NC(=O)c2sc3ncn(CC(=O)N4CCN(c5ccccn5)CC4)c(=O)c3c2C)cc1Cl	0	8	5	1	4	-7	14	12
2	COCC(C)n1c(SCC(=O)N2CCOCC2)nc2ccccc2c1=O (stereo not drawn)	12	9	5	1	-6	0	-2	0
3	Cc1nn(CC(=O)NCCCN2CCCCC2)c(=O)c2cc(-c3ccccc3)nn12	19	-8	-12	1	-6	0	-3	-19
4	Cc1nn(Cc2ccc(Cl)c(Cl)c2)c(C)c1NC(=O)c1cc(C2CC2)on1	9	4	1	-1	0	10	20	2
5	Cc1cc(C)n(-c2ccc(Oc3ccccc3)c(S(=O)(=O)O)c2)n1	8	-7	-6	2	-9	-11	3	-24
6	COc1ccc(C2=NN(C(=O)CCCC(=O)O)C(c3cccs3)C2)cc1OC (stereo not drawn)	-300	0	-2	-4	9	-19	5	-9
7	CCOC(=O)C1C(c2cccc(Cl)c2Cl)NC(=O)NC1(O)C(F)(F)F (stereo not drawn)	33	4	1	0	-4	-3	14	-1
8	Cc1ccc(CNC(=O)c2cc(-c3ccccc3)nn2Cc2cc(C)no2)cc1	7	6	-4	2	4	-3	17	5
9	COC(=O)c1ccc(CSC(=N)N)o1	22	3	3	0	-6	6	-26	-17
10	COc1ccc(-c2nc(CS(=O)CC(=O)N3CCN(C)CC3)c(C)o2)cc1 (stereo not drawn)	7	-6	5	2	-4	-7	-2	-2
11	CCOc1ccc(NC(=O)N(CCN2CCOCC2)Cc2ccc3c(c2)CCCN3CC)cc1	19	-9	-7	-2	4	9	21	-6

This part in full, repeating the preview:
cpd	Structure	SENP8 block-1	SENP8 block-2	SENP7 inh	SENP1 inh	HKDC1 inhibitor	PfGluPho inh	Apaf-1 inh	SENP6 block
1	COc1cc(OC)c(NC(=O)c2sc3ncn(CC(=O)N4CCN(c5ccccn5)CC4)c(=O)c3c2C)cc1Cl	0	8	5	1	4	-7	14	12
2	COCC(C)n1c(SCC(=O)N2CCOCC2)nc2ccccc2c1=O (stereo not drawn)	12	9	5	1	-6	0	-2	0
3	Cc1nn(CC(=O)NCCCN2CCCCC2)c(=O)c2cc(-c3ccccc3)nn12	19	-8	-12	1	-6	0	-3	-19
4	Cc1nn(Cc2ccc(Cl)c(Cl)c2)c(C)c1NC(=O)c1cc(C2CC2)on1	9	4	1	-1	0	10	20	2
5	Cc1cc(C)n(-c2ccc(Oc3ccccc3)c(S(=O)(=O)O)c2)n1	8	-7	-6	2	-9	-11	3	-24
6	COc1ccc(C2=NN(C(=O)CCCC(=O)O)C(c3cccs3)C2)cc1OC (stereo not drawn)	-300	0	-2	-4	9	-19	5	-9
7	CCOC(=O)C1C(c2cccc(Cl)c2Cl)NC(=O)NC1(O)C(F)(F)F (stereo not drawn)	33	4	1	0	-4	-3	14	-1
8	Cc1ccc(CNC(=O)c2cc(-c3ccccc3)nn2Cc2cc(C)no2)cc1	7	6	-4	2	4	-3	17	5
9	COC(=O)c1ccc(CSC(=N)N)o1	22	3	3	0	-6	6	-26	-17
10	COc1ccc(-c2nc(CS(=O)CC(=O)N3CCN(C)CC3)c(C)o2)cc1 (stereo not drawn)	7	-6	5	2	-4	-7	-2	-2
11	CCOc1ccc(NC(=O)N(CCN2CCOCC2)Cc2ccc3c(c2)CCCN3CC)cc1	19	-9	-7	-2	4	9	21	-6
12	O=S(=O)(c1ccccc1F)N(Cc1ccco1)Cc1nnc(-c2ccccc2Br)o1	18	nt	nt	2	0	32	nt	nt

Next section (2 carried over from the part before).
cpd	Structure	SENP8 block-1	SENP8 block-2	SENP7 inh	SENP1 inh	HKDC1 inhibitor	PfGluPho inh	Apaf-1 inh	SENP6 block
11	CCOc1ccc(NC(=O)N(CCN2CCOCC2)Cc2ccc3c(c2)CCCN3CC)cc1	19	-9	-7	-2	4	9	21	-6
12	O=S(=O)(c1ccccc1F)N(Cc1ccco1)Cc1nnc(-c2ccccc2Br)o1	18	nt	nt	2	0	32	nt	nt
13	Cc1cccc(C)c1OCC(=O)Nn1c(COc2ccccc2)nc2ccccc2c1=O	10	10	12	0	-4	-10	11	-16
14	COc1ccc(-n2c(SCC(=O)Nc3ccc4c(c3)OCO4)nc3ccccc3c2=O)cc1	-4	5	4	0	-9	-13	-12	-8
15	Cc1ccc(Nc2cc(-n3cccn3)ncn2)c(C)c1	4	8	13	1	-8	6	-2	-25
16	Cc1ccc(NC(=O)COC(=O)C2=COCCO2)cc1	16	-3	3	2	-6	-14	-12	9
17	CC1(C)CC(Cc2nc(=S)[nH][nH]2)C(=O)O1 (stereo not drawn)	5	-2	-7	2	-5	18	-22	-5
18	CC(C)NC(=O)Nc1cccc2c1O[C@H](CN(C)S(=O)(=O)c1cccs1)[C@@H](C)CN([C@H](C)CO)C2=O	11	-4	1	2	-8	-11	-6	3
19	Cn1c(SCC(=O)Nc2nccs2)nnc1-c1ccc(S(=O)(=O)N2CCCC2)cc1	7	0	4	1	-17	-14	-3	-4
20	CC1(C)CC(=O)C2=C(C1)Nc1ccccc1NC2c1ccc2c(c1)OCO2 (stereo not drawn)	17	7	0	32	6	0	-7	2
21	CC(=O)Nc1ccc(S(=O)(=O)NCC2CCC(C(=O)NCCC3=CCCCC3)CC2)cc1 (stereo not drawn)	9	1	10	0	-6	-12	-3	-23
22	COc1ccccc1NC(=O)c1c(N=Cc2cccc([N+](=O)[O-])c2)cnn1C	14	-6	-11	3	-10	0	10	-39
23	O=C(NC1CCCCC1)C(c1cccnc1)N(C(=O)c1ccc(Cl)nc1)C1CCCCC1 (stereo not drawn)	0	6	4	6	-2	7	-18	7
24	Cc1cc(C)n(/N=C/c2ccccc2O)c(=O)c1	-10	-12	-4	-36	-11	-2	3	1
25	CCOC(=O)c1cnc(SCC(=O)Nc2ccc(NC(C)=O)c(OC)c2)nc1N	-2	-9	-3	0	2	-7	-3	11
26	Cc1cccc(NC(=O)CN2C(=O)CCSc3ccc(S(=O)(=O)N4CCOCC4)cc32)c1C	14	4	-4	2	-6	0	4	-9
27	c1ccc(CN2CCC(Nc3nc(-c4cccs4)nc4ccccc34)CC2)cc1	-298	-2	2	0	0	45	21	-1
28	CCn1c(=O)c(CCC(=O)N2CCN(c3ccccn3)CC2)c(C)c2c(C)nn(-c3ccccc3)c21	0	3	3	0	-2	15	26	3
29	COc1cc(OC)c(OC)cc1/C=N/NC(=O)c1ccc(CSc2nc(C)cc(C)n2)cc1	-460	6	1	-7	-2	26	-1	-10
30	CC(C)c1ccc(CNc2ccc([N+](=O)[O-])cn2)cc1	-13	-2	-4	3	5	8	5	-33
31	Fc1ccc2nncc(SCc3ccccc3Cl)c2c1	1	nt	nt	2	11	9	nt	nt
32	S=C(NCc1ccccc1)NCc1ccco1	3	7	3	-10	0	18	-1	2
33	Cc1ccccc1CC1(CO)CCCN(C(=O)c2cccc(Cl)c2)C1 (stereo not drawn)	15	-6	-7	2	-1	-21	3	-18
34	COCCN1Cc2c(sc(C)c2C)N(C(=O)c2ccccc2)C1	-246	29	5	-48	-4	-3	-2	51*
35	Brc1cccc(CNc2nc3ccccc3n2CCN2CCCCC2)c1	6	-9	6	2	2	17	7	-12
36	COc1ccccc1C(=O)N1CCN(c2cccc(Cl)c2)CC1	10	6	-5	-1	-6	-3	12	-13
37	Cc1cn(Cc2ccccc2)c(=O)[nH]c1=O	11	-10	11	1	6	-3	-12	-16
38	Cc1ccc(C(=O)Nc2cccc(C(=O)NCc3ccccc3)c2)cc1	11	-8	2	1	-3	25	15	-8
39	COCCNC(=O)c1ccc2c(c1)nc(C)n2-c1cccc(Cl)c1	5	-2	5	-3	-3	-3	0	-16
40	CC(=O)Nc1cc2c(cc1NC(=O)Cn1nc(-c3ccc(F)cc3)ccc1=O)OCCO2	12	1	-6	1	-4	-1	-10	-28
41	O=S1(=O)c2ccccc2C(O)(c2ccccc2)c2ccccc21	2	nt	nt	1	0	3	nt	nt
42	CCN1CCN(c2cc3c(cc2F)c(=O)c(S(=O)(=O)c2ccccc2)cn3C)CC1	-361	-6	-1	-1	2	-6	3	5
43	COc1ccccc1C(=O)Nc1onc(C)c1C#N	6	-7	0	0	-6	-3	4	-4
44	O=[N+]([O-])c1cccc(NNS(=O)(=O)c2ccccc2F)c1	13	-10	-1	-2	-2	39	-6	-2
45	COc1ccc(CN(CC(=O)NC(C)C)C(=O)CCC(=O)Nc2nccs2)cc1	16	2	7	-1	3	-19	-2	-14
46	COc1ccccc1NC(=O)N1CCN(Cc2ccc3c(c2)OCO3)CC1	34	1	1	1	-2	7	-24	-4
47	CC(C)c1nnc(NC(=O)C2CCCO2)s1 (stereo not drawn)	12	-6	-10	2	-8	24	1	-17
48	N#Cc1c(N)nc2c3c(sc(=N)c2c1N)NC(=O)CC3c1ccccc1Cl (stereo not drawn)	-174	2	-14	-26	-4	-1	38	-1
49	O=C(c1ccco1)N1CCN(C(=S)Nc2ccc(Br)cc2Cl)CC1	9	-10	-7	1	-7	5	2	-5
50	Clc1cccc(OCCn2ccnc2)c1	11	-8	13	1	5	4	-8	-21
51	CC1(C)CC(N(Cc2cccs2)C(=O)c2ccco2)CCO1 (stereo not drawn)	14	-3	-5	0	-4	-4	-10	6
52	O=C(COC(=O)c1ccc[nH]c1=O)Nc1cc(S(=O)(=O)N2CCCCCC2)ccc1Cl	-54	14	-6	4	-3	-1	0	-5
53	CC1(C)OC(=O)C(=C2CCCN2)C(=O)O1	13	-15	-6	2	-6	2	-2	-14
54	CCN(CC)CCCCCC(=O)Nc1ccccc1C(=O)Nc1ccccc1	15	2	-3	3	-2	-13	-11	-6
55	O=C(C1CCCCC1)N1CCN(S(=O)(=O)c2cccc([N+](=O)[O-])c2)CC1	6	-14	17	1	-2	11	0	7
56	O=C(O)CN1C(=O)c2cccc3c(Br)ccc1c23	-21	7	-6	-12	-2	5	-5	9
57	CCN(C(=O)COC(=O)/C(=C/c1ccccc1)NC(C)=O)c1c(N)n(Cc2ccccc2)c(=O)[nH]c1=O	-5	nt	nt	-11	-4	-3	nt	nt
58	COC(=O)c1[nH]c2ccccc2c1NS(=O)(=O)c1ccc(F)c(C)c1	6	6	-2	5	-5	28	-5	3
